GLP1R ag = qHTS of GLP-1 Receptor Agonists; Glucagon-like peptide 1 receptor (Homo sapiens), P43220; HEK293 GLP-1R CRE-luciferase, luminescence, 4-6 h; cells express a hypersensitive GLP-1R form; Potency, µM (titrated, usually from 45.6 µM), for the others: top-dose activation, hits mostly activators; hit rate 0.007% among 380,000; AID 624172, 2012; further: potency means the concentration at half of the fitted maximal effect; % of control where 0% means no effect
PLK1 PBD block = qHTS for Inhibitors of PLK1-PDB (polo-like kinase 1 - polo-box domain): Primary Screen; Potency, µM, for the others: max response, negative = inhibition, hits mostly inhibitors; Serine/threonine-protein kinase PLK1 (Homo sapiens), P53350; hit rate 2.8% among 360,000; Plk1 PBD binding of FITC phosphopeptide, fluorescence polarization; further: potency means the concentration at half of the fitted maximal effect; series mostly up to about 57 µM; on the % scale 0 is the no-effect control and ±100 the full control effect; nearly all actives have a fitted effect of over 65% in size
EPAC1 agonist = qHTS for Agonist of cAMP-regulated guanine nucleotide exchange factor 3 (EPAC1): primary screen; hit rate 0.073% among 360,000; EPAC1 agonist qHTS, biochemical assay; response scale: 100% = response to 6.5 mM cAMP; Potency, µM (titrated, usually from 154 µM), inactives show at the highest dose activation, usual class: activators; Rap guanine nucleotide exchange factor 3 (Homo sapiens), O95398; further: potency means the concentration at half of the fitted maximal effect; nearly all actives have a fitted effect of over 60% in size
Target sequence (O95398 whole entry, looked up): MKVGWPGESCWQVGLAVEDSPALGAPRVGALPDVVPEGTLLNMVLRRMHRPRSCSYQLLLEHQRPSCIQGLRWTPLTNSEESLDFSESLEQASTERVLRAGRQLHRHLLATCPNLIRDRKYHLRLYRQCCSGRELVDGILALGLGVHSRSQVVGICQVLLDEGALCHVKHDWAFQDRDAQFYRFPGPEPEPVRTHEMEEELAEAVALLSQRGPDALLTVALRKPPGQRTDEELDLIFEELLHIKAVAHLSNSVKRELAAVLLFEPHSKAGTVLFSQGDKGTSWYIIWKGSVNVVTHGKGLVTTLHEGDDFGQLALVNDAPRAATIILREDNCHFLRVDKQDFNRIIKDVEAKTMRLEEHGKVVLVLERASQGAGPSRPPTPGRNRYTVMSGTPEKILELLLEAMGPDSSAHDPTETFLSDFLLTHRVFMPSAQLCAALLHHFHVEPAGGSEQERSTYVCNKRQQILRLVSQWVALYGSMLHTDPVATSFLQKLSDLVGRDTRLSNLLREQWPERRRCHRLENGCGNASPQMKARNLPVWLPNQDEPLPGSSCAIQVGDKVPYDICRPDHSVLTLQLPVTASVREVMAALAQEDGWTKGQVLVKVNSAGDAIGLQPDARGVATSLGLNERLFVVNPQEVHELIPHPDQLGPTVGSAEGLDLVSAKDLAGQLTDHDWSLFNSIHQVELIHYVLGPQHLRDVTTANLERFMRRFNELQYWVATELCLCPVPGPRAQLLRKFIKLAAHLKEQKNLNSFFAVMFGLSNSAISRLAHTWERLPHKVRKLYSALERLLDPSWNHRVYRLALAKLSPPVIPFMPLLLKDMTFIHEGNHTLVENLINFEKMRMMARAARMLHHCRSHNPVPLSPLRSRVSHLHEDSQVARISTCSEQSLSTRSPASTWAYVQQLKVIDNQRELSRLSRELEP
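Nucleotide exchange assay: 100 nM EPAC1 with 250 nM Rap1B loaded with BODIPY-GDP and 50 uM GDP, room temperature. Fluorescence (480/540 nm) read every 5 min for 30 min; signal change normalized to 6.5 mM cAMP as full agonist.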
GLP1R cytotox = qHTS of GLP-1 Receptor Inverse Agonists: Cytotox Screen; Potency, µM (top dose mostly 38.3 µM), for the others: at the highest dose activity change, negative = inhibition, actives largely listed as inhibitors; hit rate 0.13% among 410,000; AID 624418, 2012; HEK293 cAMP-luciferase reporter cells, luminescence, 24 h;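 further: loss of luciferase light is scored as toxicity; potency means the concentration at half of the fitted maximal effect; on the % scale 0 is the no-effect control and ±100 the full control effect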
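Quantitative HTS format, 1536 wells, 200 cells/uL seeded. Compounds: 23 nL, 24 h, 37 °C. Detection: luciferase reagent, luminescence at 12 min RT; decreased signal taken as cytotoxic.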
PTHR1 ag = qHTS for PTHR1 Agonists: Primary Screen | hit rate 0.075% among 410,000 | Potency, µM (top dose mostly 115 µM), for the others: at the top dose activation, actives largely listed as activators | Parathyroid hormone/parathyroid hormone-related peptide receptor (Homo sapiens), Q03431 | HEK293 GP2 PTHR1 cells, GloSensor cAMP luminescence, 1 h | AID 743266, 2014; further: potency means the concentration at half of the fitted maximal effect; nearly all actives have a fitted effect of over 55% in size; some results filed as inactive show a strong effect at the top dose; inactives centre near -15; many of its hits are not listed in these tables
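HEK-293-derived GP2 cells expressing PTHR1 and a GloSensor cAMP reporter, 3,000/well, plated overnight, given luciferin plus IBMX (each 0.5 mM as added) for 1 h at 37 °C, then compound for 1 h at 37 °C. Luminescence was read after 15 min at room temperature.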
IL2 activator = qHTS of IL-2 Activators; hit rate 0.065% among 360,000; IL-2 activation reporter assay, cell-based qHTS; stimulated with anti-CD3/CD4/CD28 beads; in transgenic mouse T cells; AID 652025, 2013; activation, % (series mostly up to about 46 µM); in the data active means activation above about 50%; inconclusive means mostly about 30% to 49%; further: 0% is about no effect
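Unstimulated transgenic mouse T cells; 60-min compound exposure; bead-based TCR/CD4/CD28 stimulation; 18 h culture, 37 degrees C; dual fluorescence (EGFP, DsRed) plate cytometry.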
EPAC1 antag = qHTS for Antagonist of cAMP-regulated guanine nucleotide exchange factor 3 (EPAC1): primary screen | Rap guanine nucleotide exchange factor 3 (Homo sapiens), O95398 | EPAC1 GEF assay, Rap1b-BODIPY-GDP exchange fluorescence | Potency, µM (highest dose often 115 µM), for the others: at the highest dose activity change, negative = inhibition, hits mostly inhibitors | hit rate 0.14% among 360,000 | AID 720709, 2013;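 further: potency means the concentration at half of the fitted maximal effect; plate controls were vehicle for no effect and positive control for full effect; nearly all actives have a fitted effect of over 50% in size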
PI5P4Ka inh = qHTS for Inhibitors of phosphatidylinositol 5-phosphate 4-kinase (PI5P4K). Phosphatidylinositol 5-phosphate 4-kinase type-2 alpha (Homo sapiens), P48426. max response, %. hit rate 1.2% among 330,000. PI5P4Kalpha enzyme, ADP-Glo luminescence, 60 min; active compounds read low; active means max response of -50% or lower; inconclusive means between -30% and -50%; inactive means -30% or higher; further: value at the top dose of about 77 µM; on the % scale 0 is the no-effect control and ±100 the full control effect
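Single end-point luminescence (ADP-Glo) quantified ADP from PI5P4Kalpha turnover; ATP 5 microM final, 1 h at RT, 0.1% CHAPS and 0.28 mM EGTA in HEPES pH 7.4.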
GLP-1R inv ag = qHTS of GLP-1 Receptor Inverse Agonists (Inhibition Mode) | HEK293 GLP-1R CRE-luciferase, luminescence, 24 h; GLP-1R form is constitutively active | Potency, µM (series often up to 38.3 µM), for inactives: top-dose activity change, negative = inhibition, most hits filed as inhibitors | hit rate 1.6% among 410,000 | AID 624417, 2012; further: potency means the concentration at half of the fitted maximal effect; on the % scale 0 is the no-effect control and ±100 the full control effect; nearly all actives have a fitted effect of over 55% in size
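Inverse agonists were sought by their lowering of basal cAMP reporter luciferase output in HEK293 cells stably carrying constitutively active human GLP-1R, after 24 h compound treatment.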
Numbers without * were called inactive; i = inactive; u = inconclusive; x = no result given; & = joins results of further samples; [ ] = remark or other dose. Unless noted, the call rests on the fitted dose curve; in most records, active means well fitted curve in the direction sought with a large enough effect; inconclusive means small, poorly fitted or top-dose-only effect, or another doubt; inactive means no such curve, though single readings can be large; an effect the other way counts as inactive or inconclusive.

Compound,GLP1R cytotox,EPAC1 agonist,GLP-1R inv ag,IL2 activator,GLP1R ag,PTHR1 ag,EPAC1 antag,PLK1 PBD block,PI5P4Ka inh
CC(=O)NC(Cc1ccccc1)C(=O)Oc1ccc2ccccc2c1 (stereo not given),19%,11%,5%,0.4,3%,-3%,-1%,-24%,-3
O=C(COC(=O)Cc1ccc(Br)cc1)NCc1ccc2c(c1)OCO2,5%,7%,-28%,-1.9,8%,0%,-20%,-13%,1
Cc1cccc(C(=O)Nc2scc(-c3ccc(Br)cc3)c2C(=O)O)c1,-9%,1%,-23%,2.6,0%,-38%[inhibitor],7%,30µM*,u
Cc1cnc(=O)[nH]c1SCc1ccc([N+](=O)[O-])cc1,6%,5%,19%,-1.0,2%,-20%,-7%,u,1
CC1Sc2ccc(S(=O)(=O)CCC(=O)N3CCc4ccccc43)cc2NC1=O (stereo not given),-1%,11%,-28%,-1.9,5%,i,8%,30µM*,0
CN(C)c1ccc(/C=N/NC(=O)C2CC2c2ccccc2)cc1 (stereo not given),4%,5%,3%,0.5,12%,-5%,-25%,2%,-5
CCCc1nn(-c2ccccc2)c2c1C(c1cccs1)C(C#N)=C(N)O2 (stereo not given),-15%,17%,23%,-0.4,1%,-7%,-4%,-12%,0
NC(=O)CSc1nc2ccccc2c(=O)n1Cc1ccco1,-9%,4%,0%,0.2,9%,i,10%,-8%,10
CCC(=O)Nc1c(S(=O)(=O)c2ccc(C)cc2)c2nc3ccccc3nc2n1C(C)c1ccccc1 (stereo not given),0%[1.53 µM],-9%,u,-0.7,-2%,0%,11%,3%,13
Cc1cccc(NC(=O)CCNC(=O)c2ccc(Br)cc2)c1C,2%,8%,-8%,0.5,6%,-16%,-6%,-7%,1
O=C(CN1CCCCC1)N1CCCc2c1c(=O)oc1ccc(OCc3ccccc3)cc21,-6%,13%,-5%,-0.9,0%,-18%,6%,-2%,-5
CN(CC(=O)Nc1ccccc1Br)C(=O)c1cc(Cl)nc2ccccc12,5%,-6%,-2%,0.1,5%,-18%,3%,1%,0
Cc1cc(C)nc(NS(=O)(=O)c2ccc(NC(=O)CSc3ncn[nH]3)cc2)n1,18%,10%,11%,-0.4,0%,-23%,-2%,27µM*,-21
CN(C)CC(CCC(CN(C)C)C(=O)c1ccccc1)C(=O)c1ccccc1 (stereo not given),u,8%,u,-5.8,-5%,-50%[inhibitor],-10%,13µM*,3
CC(=O)c1ccc(NC(=O)COC(=O)c2ccccc2Nc2ccccc2)cc1,89%[activator],-2%,-26%,-0.9,5%,-12%,-3%,27µM*,4
O=C(Nc1cc(C(F)(F)F)ccc1F)C1Cc2c(-c3ccccc3Oc3ccccc3)ccnc2O1 (stereo not given),-16%,6%,u,-0.6,0%,i,-18%,-3%,13
O=C(NCc1ccccc1)C1CCCN(c2nc3ccsc3c(=O)s2)C1 (stereo not given),6%,4%,1%,0.0,7%,-13%,2%,0%,-2
CCn1c(COc2cccc(C)c2)nnc1SCC(=O)CC(=O)Nc1ccccc1OC,1%,16%,0%,-0.8,2%,i,-6%,-11%,x
Cc1cc(C2=NNC(=NC3CC3)SC2)c(C)n1Cc1ccco1,u,-6%,u,-0.5,-13%,-30%,1%,u,-2
CSCCC(NS(=O)(=O)c1ccc(C)c(C(=O)O)c1)C(=O)O (stereo not given),-5%,-3%,0%,5.9,-3%,-4%,-19%,-4%,0
O=C(CSc1n[nH]c(=O)n1C1CC1)NCc1ccccc1Cl,4%,-10%,0%,0.9,6%,-9%,3%,-1%,-9
CCOC(=O)C1CCCN(Cc2cn(C)nc2-c2ccc3c(c2)OCCO3)C1 (stereo not given),1%,-2%,-6%,-0.3,11%,-11%,-3%,-4%,-2
O=C(COc1cccc2c1CCN(Cc1ccc(Br)cc1)C2=O)N1CCOCC1,8%,4%,u,-5.4,17%,-41%[inhibitor],-14%,-4%,3
Cc1ccc(SCCC(=O)NC(C)C)cc1,1%,-4%,1%,-0.5,4%,i,4%,0%,x
O=C1CSc2ccc(C(=O)NCCC3=CCCCC3)cc2N1,10%,5%,-2%,-0.9,20%,u,-1%,3%,x
CO/N=C/c1ccc(N2CCN(C(=O)c3cccc(Cl)c3)CC2)c([N+](=O)[O-])c1,-4%,-6%,12%,-0.2,-8%,-39%[inhibitor],6%,-6%,3
NC(=O)Oc1cccc(OC(N)=O)c1,1%,0%,2%,1.4,0%,i,-2%,-6%,6
CCn1c(Cc2ccccc2)nnc1SCC(=O)Nc1nc2ccccc2s1,-1%,-8%,-7%,3.8,3%,i,14%,-1%,3
COc1cccc(CN2CC(C(=O)N(C)CCCC3CCCC3)CCC2=O)c1 (stereo not given),0%,-8%,u,-4.3,9%,-11%,1%,-11%,2
CCOC(=O)N1CCC2CC1c1cc(Cl)ccc12 (stereo not given),1%,-14%,-3%,0.3,0%,i,8%,0%,-8
C=CCN1CC(C(=O)N2CCC(Cc3ccc(Cl)cc3)(C(=O)OCC)CC2)CC1=O (stereo not given),u,5%,8%,-3.4,4%,-1%,-7%,0%,-2
CCn1ncc(Br)c1C(=O)Nc1nccs1,11%,7%,3%,-0.4,12%,-18%,4%,0%,x
O=C(Nc1nccs1)c1cc(-c2ccccc2)nc2ccccc12,-4%,7%,5µM*,-0.8,2%,-7%,-11%,-3%,13
CCCCCc1ccc(OCCC[n+]2ccccc2)c(CCCCC)c1,u,-2%,7.9µM*,-0.7,1%,-33%[inhibitor],-6%,-8%,12
Cc1ccc(CN2C(=O)C(CC(C)C)Nc3ncnc(N4CCOCC4)c32)cc1 (stereo not given),-28%&0%,-19%&-15%,12%&27%,-0.2&-0.5,-1%&-8%,-38%&-27%[inhibitor],-19%&7%,-11%&1%,-8&2
O=C(O)c1c2c(nc3ccccc13)/C(=C/c1ccc(OC(F)F)cc1)CCC2,-11%,3%,16%,0.5,12%,-15%,5%,-11%,-2
CCCNC(=O)Cn1c(=O)oc2ccccc21,-3%,-10%,34%[activator],-1.0,9%,-31%[inhibitor],15%,-4%,0
Nc1ccccc1C(O)(Cc1ccccc1)c1ccccc1 (stereo not given),17%,-3%,u,-4.6,1%,i,u,1%,1
CCOC1=C2[C@H](c3ccc(CC)cc3)N(S(=O)(=O)c3ccc(C)cc3)C[C@H]2n2c(=O)n(-c3ccccc3)c(=O)n2C1,5%,-7%,17%,-0.2,4%,i,-14%,-5%,9
CC(C)C(CO)NC(=O)CC(=O)NC(CO)C(C)C (stereo not given),-9%,-6%,3%,0.8,-3%,i,16%,1%,x

Some of the entries above, set out differently:
> Nc1ccccc1C(O)(Cc1ccccc1)c1ccccc1 (stereo not given)
  GLP1R cytotox: 17%
  EPAC1 agonist: -3%
  GLP-1R inv ag: u
  IL2 activator: -4.6
  GLP1R ag: 1%
  PTHR1 ag: i
  EPAC1 antag: u
  PLK1 PBD block: 1%
  PI5P4Ka inh: 1
> CCOC1=C2[C@H](c3ccc(CC)cc3)N(S(=O)(=O)c3ccc(C)cc3)C[C@H]2n2c(=O)n(-c3ccccc3)c(=O)n2C1
  GLP1R cytotox: 5%
  EPAC1 agonist: -7%
  GLP-1R inv ag: 17%
  IL2 activator: -0.2
  GLP1R ag: 4%
  PTHR1 ag: i
  EPAC1 antag: -14%
  PLK1 PBD block: -5%
  PI5P4Ka inh: 9

The listing continues:
Compound,GLP1R cytotox,EPAC1 agonist,GLP-1R inv ag,IL2 activator,GLP1R ag,PTHR1 ag,EPAC1 antag,PLK1 PBD block,PI5P4Ka inh
Cc1ccccc1OCC(=O)Nc1ccc2[nH]c(=O)sc2c1,9%,x,1%,x,5%,-55%[inhibitor],x,x,x
COCCNC(=O)C1(C)CCCN(C(=O)c2ccc(C)c(F)c2)C1 (stereo not given),2%,-7%,5%,-0.3,3%,i,-12%,1%,18
COc1ccc(S(=O)(=O)N2CCN(CC(=O)Nc3cc(OC)cc(OC)c3)CC2)cc1,8%,-1%,0%,-2.0,-2%,i,-6%,-9%,-7
Cc1cccc(C)c1OCc1cc(=O)n2c(-c3ccccc3)csc2n1,1%,x,u,x,0%,i,x,x,x
O=C1CC(N2CCN(Cc3ccccc3)CC2)C(=O)N1CCc1ccccc1 (stereo not given),-18%,0%,0%,1.2,-2%,-18%[57.5 µM],8%,2%,x
CCCCC(=O)NC(c1ccc(OC)c(OC)c1)c1c(O)ccc2ccccc12 (stereo not given),0%,13%,u,0.7,-2%,i,-13%,-14%,12
Cc1ccccc1Cn1c(=O)n(CCCCC(=O)NCCc2ccccc2)c(=O)c2ccccc21,2%,x,-7%,x,-1%,-12%,x,x,x
COc1ccc(CCNC(=O)C(C)c2ccc([N+](=O)[O-])cc2)cc1 (stereo not given),-1%,-6%,u,-1.2,14%,-13%,16%,-21%,8
Cc1nn(Cc2ccccc2Cl)c(C)c1NC(=O)Cn1nc([N+](=O)[O-])c(Cl)c1C,-8%,-1%,0%,-0.2,-1%,-10%[57.5 µM],7%,-5%,-5
CC(c1nnc(SCC(=O)N(C)C2CCS(=O)(=O)C2)n1-c1ccccc1)N(C)C (stereo not given),1%,-3%,13%,0.9,7%,i,-1%,-2%,5
COc1ccc(NC(=O)C2CCN(S(C)(=O)=O)CC2)cc1,-8%,0%,1%,2.0,-6%,i,12%,0%,x
O=C1NC(=Nc2cccc(O)c2)S/C1=C\c1cccc([N+](=O)[O-])c1,6%,-8%,206%[activator],-3.3,16%,-5%,u,-19%,-70*
CN(C)C(=O)CSc1nnc(-c2ccc(S(=O)(=O)N3CCCC3)cc2)n1C,23%,-2%,1%,1.0,1%,31%,-19%,-15%,-20

Source: PubChem (National Center for Advancing Translational Sciences (NCATS))

The list is partial; rates above refer to the full screens.
